GPR35 arrestin U2OS: GPR35 antagonists blocking zaprinast-driven arrestin recruitment, primary screen, imaging, U2OS, beta-arrestin-GFP, zaprinast agonist (AID 2058); G-protein coupled receptor 35 (Homo sapiens); U2OS GPR35 beta-arrestin-GFP translocation imaging, zaprinast antagonism; higher % means a stronger effect; one-dose inhibition, % at 10 µM; IC50 in µM for titrated hits; 290,000 compounds, 0.052% hits;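 active = inhibition of at least 50% with at least 30 cells and total cytoplasm GFP at most 10,000,000; inconclusive = under 30 cells or total GFP of 10,000,000 plus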
NOD1 inhibition: NOD1 signaling inhibitors, primary screen, cell-based, luminescence, uHTS (AID 1578) | NOD1-driven NF-kB luciferase reporter cells, luminescence; higher % means a stronger effect | inhibition, % at 4 µM, or EC50 in µM where a hit was titrated | 290,000 compounds, 1% hits; in the data active = inhibition mostly above about 36%, no sharp cut-off; inactive = mostly below about 34%;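 also: HEK-293T reporter cells stimulated with the NOD1 agonist gamma-tri-DAP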
KOR beta-arrestin-1: KOR antagonists, beta-arrestin recruitment, cell-based, luminescence, uHTS (AID 1778). Kappa-type opioid receptor (Homo sapiens). KOR beta-arrestin recruitment, luminescence, antagonist mode; higher % means a stronger effect. inhibition, % at 10 µM, or IC50 in µM where a hit was titrated. 290,000 compounds, 0.091% hits; in the data active = inhibition above about 50%; also: strong numbers were not always called active
GPR55 activation: GPR55 agonists via beta-arrestin recruitment, primary screen, imaging, U2OS cells, beta-arrestin-GFP redistribution (AID 1961); activation, % at 10 µM, or EC50 in µM where a hit was titrated; G-protein coupled receptor 55 (Homo sapiens); U2OS GPR55 beta-arrestin-GFP redistribution imaging; higher % means a stronger effect; 290,000 compounds, 0.048% hits;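 active = activation above 40% with more than 50 cells counted in the well; inconclusive = wells holding fewer than 50 cells, flagged as toxic or sparse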;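 also: U2OS osteosarcoma cells stably expressing GPR55 and beta-arrestin-GFP; plate controls were DMSO negative control for no effect and LPI positive control for full effect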
MgcRacGAP inhibition: MgcRacGAP GTPase-activating activity inhibitors, confirmation, biochemical, ADP Hunter fluorescence; AID 624330, 2012; Rac GTPase-activating protein 1 (Homo sapiens); inhibition, % at 30 µM; hits with a dose series show IC50 in µM; MgcRacGAP-stimulated Rac1 GTP hydrolysis, ADP Hunter fluorescence; higher % means a stronger effect; GST-tagged Rac1 F28L mutant substrate; 340,000 compounds, 0.6% hits;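 active = first-screen hits whose inhibition reached a set limit at any dose in the follow-up dose series; inconclusive = inhibition above the set first-screen limit but never retested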;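 also: fluorescence reports GDP produced by GAP-driven GTP hydrolysis; strong numbers were not always called active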
K1F lysis inhibition: inhibition of K1F phage lysis, E. coli UTI89, bacterial capsule biogenesis inhibitors, alamar blue (AID 488966) | E. coli UTI89 K1F phage lysis, alamar blue, 2 h; higher % means a stronger effect | inhibition, % at 100 µM, or IC50 in µM where a hit was titrated | 340,000 compounds, 0.02% hits;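 active = phage lysis inhibition, versus mean bacterial control, above a set limit; inconclusive = no clear call, values can overlap the other calls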;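 also: capsule biogenesis inhibitors block K1F phage lysis so surviving cells raise fluorescence; higher fluorescence means more inhibition of phage lysis; actives were called in the ten point dose series up to 300 µM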
NTR1 agonist: agonists of NTR1, primary screen, imaging, U2OS cells, beta-arrestin-GFP, high content (AID 493036) | Neurotensin receptor type 1 (Homo sapiens), P30989 | NTR1-U2OS beta-arrestin-GFP spot imaging, agonist mode | activation, % at 20 µM | 330,000 compounds, 0.17% hits;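 active = activation at or above 40% of the spot to cytoplasm intensity ratio, with at least 20 cells analyzed; inconclusive = wells under 20 cells, flagged as cytotoxic or low count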;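 also: 0% = DMSO without peptide and 100% = 100 nM NTR1 peptide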
Target sequence (P30989 whole entry, looked up): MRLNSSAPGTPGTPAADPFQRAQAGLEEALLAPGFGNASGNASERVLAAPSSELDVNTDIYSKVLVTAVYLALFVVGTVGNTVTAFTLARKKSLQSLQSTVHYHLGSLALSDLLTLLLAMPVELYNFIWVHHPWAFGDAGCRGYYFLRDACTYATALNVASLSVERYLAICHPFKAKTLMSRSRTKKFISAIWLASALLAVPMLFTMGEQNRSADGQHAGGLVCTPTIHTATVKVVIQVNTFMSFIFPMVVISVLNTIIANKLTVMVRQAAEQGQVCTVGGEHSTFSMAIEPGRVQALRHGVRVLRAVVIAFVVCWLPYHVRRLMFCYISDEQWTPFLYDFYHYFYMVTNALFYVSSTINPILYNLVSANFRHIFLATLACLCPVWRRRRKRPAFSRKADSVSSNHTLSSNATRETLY
KOR beta-arrestin-2: KOR agonists, beta-arrestin recruitment, primary screen, cell-based, luminescence, uHTS (AID 1777) | Kappa-type opioid receptor (Homo sapiens) | KOR beta-arrestin recruitment, luminescence; higher % means a stronger effect | activation, % at 10 µM, or EC50 in µM where a hit was titrated | 280,000 compounds, 0.02% hits; in the data active = activation above about 50%, passing the limit was not always enough; also: a part of the inactive calls stands beside numbers as strong as those of hits
GPR55 antagonists: GPR55 antagonists blocking LPI-driven arrestin recruitment, primary screen, imaging, U2OS, beta-arrestin-GFP, LPI agonist (AID 2013) | G-protein coupled receptor 55 (Homo sapiens) | 290,000 compounds, 0.13% hits | U2OS GPR55 beta-arrestin-GFP translocation imaging, LPI antagonism; higher % means a stronger effect | one-dose inhibition, % at 10 µM; IC50 in µM for titrated hits;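 active = spots per cell inhibited over 60%, with over 100 cells counted and total cytoplasm intensity under 500,000; inconclusive = wells with under 100 cells, flagged as likely toxic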;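 also: U2OS cells stably carrying GPR55 and arrestin-GFP stimulated by 5 µM LPI near EC80; imaged beta-arrestin-GFP aggregate spots per cell after agonist stimulation; plate controls were LPI-stimulated DMSO wells for no effect and DMSO wells without LPI for full effect; some results filed as inactive read as strong as hits; confirmed hits need IC50 under 10 µM and bright autofluorescent wells are also inconclusive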
NTR1 agonist cell count 20 µM: recorded beside NTR1 agonist, whose call it bears; cell count; measured here: cell count, cytotoxicity flag
* = called active by the depositor; u = inconclusive; x = no result given; [ ] = remark or other dose. An excerpt; count on the stated rates, not on these rows.

SMILES	GPR35 arrestin U2OS	NOD1 inhibition	KOR beta-arrestin-1	GPR55 activation	MgcRacGAP inhibition	K1F lysis inhibition	NTR1 agonist	NTR1 agonist cell count 20 µM	KOR beta-arrestin-2	GPR55 antagonists
Cc1cc(C)cc(NC(=O)CCN2CCOCC2)c1	1%	-31%	4%[20 µM]	-0.2%	8%	0.2%	-0.8	67	-6.3%	-13%
CC(NS(=O)(=O)c1ccc(Cl)cc1)C(=O)NCc1ccco1 (stereo not drawn)	19%	-14%	8%	-0.1%	1%	3.2%	-0.7	51	8.7%	7%
CN(C(=O)COC(=O)c1cc(NS(=O)(=O)c2cc([N+](=O)[O-])ccc2Cl)ccc1O)C1CCCCC1	4%	-18%	-19%	-0.3%	3%	2.0%	0.8	44	1.3%	5%
O=C(Nc1ccc(CN2CCCCC2)cc1)c1c(F)c(F)c(F)c(F)c1F	-17%	-24%	-39%[20 µM]	-0.1%	5%	-1.8%	1.4	31	-0.1%	16%
O=C(Nc1ccc2c(c1)CCC2)C1CCN(c2ncccn2)CC1	4%	20%	2%	0.3%	2%	0.2%	-1.2	71	1.7%	1%
COc1ccc(C(=O)OCC(=O)c2ccc(C)c(S(=O)(=O)N3CCOCC3)c2)cc1OC	-8%	-1%	-10%	-0.1%	11%	0.1%	4.5	67	1.8%	-10%
COc1ccccc1C1CCCN1Cc1nc(-c2ccc(C)s2)oc1C (stereo not drawn)	2%	5%	3%	0.5%	-2%	-0.8%	0.4	37	-9.0%	23%
COc1ccc(-c2nn(C)c(=O)c3ccccc23)cc1NC(=O)COc1ccc(C)cc1	-20%	53%	12%	0.0%	5%	0.4%	9.2	74	0.1%	-4%
O=C(Cn1ncc2c3ccccc3n(Cc3ccccc3)c2c1=O)NCc1ccco1	9%	-10%	-4%	-0.1%	9%	0.2%	0.5	65	-2.2%	16%
Cc1cccc(C(=O)N2CCc3ccccc3C2)c1[N+](=O)[O-]	-7%	-37%	-2%[20 µM]	-0.1%	5%	0.1%	-1.1	88	x	14%
COc1cc(/C=N\NC(=O)c2ccc(Cl)cc2)ccc1Oc1ccc([N+](=O)[O-])cn1	-6%	-2%	19%	-0.2%	-9%	-1.6%	1.3	53	1.0%	-5%
Cc1cc(C)cc(NC(=O)C2CCCN(c3nc(C)cc(C)n3)C2)c1 (stereo not drawn)	17%	-4%	3%	-0.2%	0%	1.1%	-0.1	82	0.5%	5%
Cc1cc(C)cc(NC(=O)CSc2nncn2-c2ccccn2)c1	20%	-19%	-24%[20 µM]	0.2%	3%	0.2%	-0.5	58	-2.0%	-2%
COc1ccc(CN(C)C(=O)c2ccncc2)c(OC)c1	11%	-22%	3%	0.4%	5%	0.1%[50 µM]	0.7	65	1.1%	6%
Cc1ccc(S(=O)(=O)NNC(=O)c2cnn(-c3ccccc3)c2-n2cccc2)cc1	12%	3%	2%	0.0%	4%	0.3%	-2.1	83	-4.2%	-15%
Cc1ccc(CN2C(=O)CCC2C(=O)NCCCN2CCCCC2C)cc1 (stereo not drawn)	0%	16%	-6%	0.3%	10%	0.5%	-0.5	51	-3.0%	-5%
Cc1cc(C)cc(Nc2ccc(C(=O)O)cc2N)c1	-10%	-36%	1%	-0.1%	29%	0.1%	1.8	48	-5.8%	-4%
CCn1cc(C(=O)N2CCn3c(nc4ccccc43)C2)c(=O)c2ccc(C)nc21	10%	-6%	x	-0.1%	-6%	0.3%	2.0	84	x	-9%
O=[N+]([O-])c1ccc(CSC2=NCCN2)cc1	7%	-12%	2%[20 µM]	-0.1%	13%	-0.6%	-0.2	66	-1.0%	-4%
C[n+]1ccn(CC(=O)c2cc(C(C)(C)C)c(O)c(C(C)(C)C)c2)c1	29%	-12%	-27%	-0.1%	16%	0.5%	-0.5	67	2.7%	-5%
Cc1ccc(S(=O)(=O)N/N=C\c2ccc(C)o2)cc1	-12%	-10%	-6%	0.2%	7%	3.4%	1.8	48	4.1%	-2%
CCN(CC(=O)Nc1ccccc1C(=O)OC)S(=O)(=O)c1ccccc1	-7%	18%	-66%	0.0%	-1%	3.2%	-0.3	61	-0.3%	-8%
CN(CCCC(=O)O)S(=O)(=O)c1ccc2c(c1)C(=O)c1cc(S(=O)(=O)N(C)CCCC(=O)O)ccc1-2	-9%	-19%	-8%[20 µM]	-0.1%	9%	0.3%	-0.4	56	-3.2%	-17%
CN1/C(=C/c2cccc[n+]2C)Sc2ccccc21	15%	-2%	-26%	-0.3%	6%	-0.2%	-1.3	87	-1.6%	-14%
CC(=O)Nc1cccc(C(=O)NC2CCCc3c2cnn3-c2ccccc2F)c1 (stereo not drawn)	-9%	-4%	25%	-0.1%	12%	0.3%	-0.6	52	-1.7%	16%

Continuation.
SMILES	GPR35 arrestin U2OS	NOD1 inhibition	KOR beta-arrestin-1	GPR55 activation	MgcRacGAP inhibition	K1F lysis inhibition	NTR1 agonist	NTR1 agonist cell count 20 µM	KOR beta-arrestin-2	GPR55 antagonists
CCn1c(=O)n(CC)c2cc(N3CCCC3)c(NC(=O)c3cccc(OC)c3)cc21	-11%	-21%	1%	-0.2%	8%	-0.3%	1.2	56	2.0%	-5%
FC(F)Oc1ccc(NC(=S)NCCc2ccccn2)cc1	-10%	-22%	36%	-0.4%	2%	3.8%	0.0	33	-1.3%	-4%
COc1ccc(N(C)C(=O)Cn2c(=O)oc3ccccc32)c(OC)c1	5%	-4%	14%	1.4%	10%	0.4%	-0.8	90	-9.9%	8%
CC(=O)N1N=C(c2cccc(Cl)c2)OC1c1cccc([N+](=O)[O-])c1 (stereo not drawn)	14%	-36%	4%	-0.2%	8%	-0.2%[50 µM]	2.8	38	5.9%	6%
COc1cccc(NC(=O)C(NCC2CCCCC2)c2ccccc2)c1 (stereo not drawn)	10%	0%	25%	0.2%	20%	0.4%	1.6	36	-10%	8%
Cc1ccc(/C=C2\Oc3cc(OCC(=O)NN)ccc3C2=O)o1	-7%	-8%	20%	0.0%	7%	0.3%[50 µM]	1.6	86	-5.1%	4%
C=CCn1c(-c2c[nH]c3ccccc23)n[nH]c1=S	2%	-1%	-35%	0.2%	19%	1.0%	-1.7	72	1.4%	-7%
CC(=O)c1ccc(Oc2ccc(C(C)=O)cc2)cc1	0%	-7%	7%	-0.1%	1%	0.1%	1.9	87	-0.2%	12%
COC(=O)c1c(C)c[nH]c1C	-10%	-6%	5%	-0.2%	-3%	2.1%	-3.0	102	-3.1%	8%
O=C(O)CCC(=O)N1CCc2cc(S(=O)(=O)N3CCN(c4ccc(F)cc4)CC3)ccc21	13%	8%	-32%	0.2%	-2%	-2.3%	1.3	98	2.9%	-4%
CC(C)OCCCNC(=O)c1cc(-c2cccnc2)nc2ccccc12	2%	-7%	3%	-0.3%	7%	0.1%	-0.3	68	-4.8%	-1%
COc1ccc(-c2ccc(SCC(=O)Nc3nccs3)nn2)cc1OC	2%	-42%	-17%	0.1%	0%	0.3%	1.0	65	8.2%	-12%
O=C1CCN(CCc2ccccc2)CCN1[C@H](CSc1ccccc1)Cc1ccccc1	9%	-13%	-26%[20 µM]	0.4%	9%	0.9%	5.4	73	1.3%	0%
COc1ccc(C=O)c(OC)c1	1%	-32%	-2%	0.2%	0%	1.0%	-0.5	33	-1.7%	-5%
CC1(OC(=O)CCc2ccccc2)C(=O)C=C2C=C(c3ccc(C#N)cc3)N(Cc3ccco3)C=C2C1=O (stereo not drawn)	-5%	-6%	6%	-0.1%	10%	4.3%	-2.5	86	-1.1%	12%
CCOc1cc(/C=C2/COc3ccccc3C2=O)ccc1OCC(=O)N(C)C	11%	37%	16%	0.2%	1%	-0.4%	x	x	-0.5%	8%
O=C(/C=C/c1ccccc1Cl)Nc1ccc(Cl)cn1	-10%	-31%	-22%	-0.1%	9%	0.3%	-0.1	73	3.8%	-10%
COc1ccc([N+](=O)[O-])cc1C(=O)NCCOc1ccc(Cl)cc1	-1%	2%	24%	0.4%	6%	0.0%	3.5	90	0.7%	-3%
Cc1ccc(CNc2ccc(N3CCOCC3)cc2)s1	4%	-36%	20%	-0.2%	20µM*	2.7%	-2.9	88	-3.5%	-3%
CNC(=O)C1Cc2ccccc2CN1S(=O)(=O)c1ccc(OC)c(OC)c1 (stereo not drawn)	7%	22%	-16%[20 µM]	-0.2%	13%	u	0.6	66	2.4%	-5%
COc1cccc(C2=NOC(C(=O)N3CCN(c4ccccc4)CC3)C2)c1OC (stereo not drawn)	-6%	-1%	-29%	0.0%	7%	0.0%	1.8	76	-2.0%	15%
COc1cc(/C=N/NC(=S)NCCN2CCOCC2)cc(OC)c1OC	-8%	-4%	-1%	-0.3%	7%	2.2%[50 µM]	-0.7	36	3.9%	2%
O=C(NC(=S)N1CCOCC1)C12CC3CCC(CC(C3)C1)C2	-8%	-26%	-1%	0.6%	9%	0.9%[50 µM]	2.0	69	-2.6%	6%
Cc1cnc(CNC(=O)CC2C(=O)NCCN2Cc2ccccc2C(F)(F)F)cn1 (stereo not drawn)	-1%	-23%	35%	0.3%	5%	0.7%[50 µM]	-0.3	67	-0.7%	19%
CCCc1cc(NCCN(C)C)n2c(nc3ccccc32)c1C#N	-4%	-19%	-19%[20 µM]	0.3%	9%	-1.6%	0.6	71	-4.4%	11%
CCCCNC(=O)CC1Nc2ccccc2NC1=O (stereo not drawn)	-13%	-39%	28%	-0.1%	-1%	0.2%	-1.8	93	-1.3%	-5%
CCCCC1CCC(C(=O)NCc2ccc3c(c2)OCO3)CC1 (stereo not drawn)	-9%	0%	-11%	-0.1%	7%	3.7%	-0.8	60	0.2%	-7%
O=C(NCCc1ccc(F)cc1)c1cc2ccccc2oc1=O	-3%	-25%	29%	0.0%	3%	1.5%[50 µM]	1.6	60	-2.7%	-4%
Cc1nnc(SCC(=O)N2CC(=O)Nc3ccccc32)n1C	3%	-2%	15%	-0.1%	11%	0.5%	-1.2	42	-7.1%	5%

Screening results deposited in PubChem BioAssay by several laboratories.
